Source: PubChem BioAssay
BioA inh – BioA (M. tuberculosis) enzyme inhibition | purified M. tuberculosis BioA enzyme, plate reader | inhibition, % at 9.99 µM | 0.096% of 360,000 active | AID 602481; in the data active means inhibition above about 40%; inconclusive means no clear call, values can overlap the other calls
VHR inh abs – DUSP3 (human) phosphatase inhibition. P51452. recombinant VHR phosphatase, pNPP absorbance. inhibition, % at 13.3 µM. 0.52% of 290,000 active. AID 1654; in the data active means inhibition above about 50%; further: some compounds called inactive have numbers as strong as hits
Target sequence (P51452 whole entry, looked up): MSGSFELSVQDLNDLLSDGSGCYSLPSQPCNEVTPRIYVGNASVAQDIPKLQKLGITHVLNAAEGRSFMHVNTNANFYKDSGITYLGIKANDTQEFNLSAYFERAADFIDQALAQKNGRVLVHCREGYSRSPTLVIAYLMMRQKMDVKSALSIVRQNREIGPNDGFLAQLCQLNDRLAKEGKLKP
Mtb FBA inh – inhibitors of M. tuberculosis fructose-bisphosphate aldolase. AID 588726. 2.3% of 360,000 active. inhibition, % at 1 µM. purified M. tuberculosis FBA, fluorescence read-out; in the data active means inhibition above about 27%;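 further: 0% = vehicle and 100% = reference inhibitor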
CCHF vOTU inh – blocks the CCHF virus ovarian tumor domain protease. CCHFV vOTU protease, Pep-AMC fluorescence. inhibition, % at 11.5 µM. 0.55% of 370,000 active; further: 0% = vehicle wells with enzyme and 100% = no enzyme wells
MazEF act – increases E. coli MazEF RNase cleavage of RNA | FAM/BHQ RNA-DNA oligo cleavage fluorescence, 5 h | activation, % at 20 µM | 0.32% of 350,000 active; in the data active means activation above about 50%
Target sequence (P0AE70 whole entry, looked up): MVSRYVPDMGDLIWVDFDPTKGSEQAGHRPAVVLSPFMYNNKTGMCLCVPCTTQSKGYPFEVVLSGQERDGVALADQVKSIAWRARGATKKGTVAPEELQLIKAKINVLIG
UGM FP inh – blocks M. tuberculosis UGM enzyme; inhibition, % at 10 µM; purified UGM, fluorescence polarization probe displacement; 0.06% of 320,000 active; P9WIQ1; in the data active means inhibition above about 10%, passing the limit was not always enough; inconclusive means no clear call, values can overlap the other calls
GDH-TPI counter – GDH-TPI coupled enzyme inhibition counter-screen; AID 588335; 1.2% of 360,000 active; GDH-TPI coupled enzyme counterscreen, NADH absorbance; inhibition, % at 4.8 µM;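 further: 0% = DMSO wells and 100% = wells lacking the enzyme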
Rv3671c inh – Rv3671c (M. tuberculosis) protease inhibition. AID 2606. inhibition, % at 5.96 µM. P9WHR9. 0.048% of 320,000 active; in the data active means inhibition above about 38%;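 further: extracellular domain of Rv3671c used as enzyme; 0% = enzyme with DMSO and 100% = no enzyme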
Target sequence (P9WHR9 whole entry, looked up, the tested form may be a part): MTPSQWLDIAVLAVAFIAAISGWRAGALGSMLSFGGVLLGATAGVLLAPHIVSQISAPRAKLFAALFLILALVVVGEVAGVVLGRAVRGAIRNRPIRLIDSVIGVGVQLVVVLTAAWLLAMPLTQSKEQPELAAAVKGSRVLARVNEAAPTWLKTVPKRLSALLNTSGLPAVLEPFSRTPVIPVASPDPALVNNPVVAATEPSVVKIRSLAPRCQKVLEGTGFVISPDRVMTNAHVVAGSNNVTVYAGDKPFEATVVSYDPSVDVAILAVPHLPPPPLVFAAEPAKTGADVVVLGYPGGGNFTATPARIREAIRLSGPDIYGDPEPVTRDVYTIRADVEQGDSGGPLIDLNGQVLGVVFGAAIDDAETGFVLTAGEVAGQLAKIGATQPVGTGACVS
FadD28 FP inh – inhibitors of Mycobacterium tuberculosis FadD28 bisubstrate binding. AID 588549. 0.22% of 360,000 active. inhibition, % at 12.5 µM. FadD28 bisubstrate probe binding, fluorescence polarization; in the data active means inhibition above about 8.5%, passing the limit was not always enough; inconclusive means no clear call, values can overlap the other calls
BoNT-F LC inh – BoNT F light chain protease inhibition; Multiplex microsphere protease cleavage assay, flow cytometry; inhibition, % at 10 µM; 0.22% of 360,000 active; in the data active means inhibition above about 35%, passing the limit was not always enough; inconclusive means no clear call, values can overlap the other calls; further: plate controls were buffer without enzyme for full effect and enzyme alone for no effect
An asterisk follows results filed as active; ? = inconclusive; nt = no result given; & = joins results of further samples. Unless noted, no stated cut-off is given here; in the data, active means inhibition above about 30%; inactive means the rest. Not a hit list; overall some 4.9% were active at least once.

Start of the listing, in advance (9 entries):
SMILES	BioA inh	VHR inh abs	Mtb FBA inh	CCHF vOTU inh	MazEF act	UGM FP inh	GDH-TPI counter	Rv3671c inh	FadD28 FP inh	BoNT-F LC inh
CCOc1ccc(S(=O)(=O)Nc2ccccc2SC)c2cccnc12	-0.8	28.7	-0.5	11.1	-3.4	2.4	1.9	-5.3	-2.1	?
Cc1ccc(NS(=O)(=O)c2ccc3c(c2)CCC(=O)N3)cc1C	1.1	2.7	0.1&3.6	-0.1&-8.9	-0.3	-1.0	-5.2&6.1	5.6	-2.1&-0.8	-8.4&-8.0
CCOc1ccc(N(C(=O)Cn2nnc3ccccc32)C(C(=O)NC(C)(C)CC)c2cccn2C)cc1 (stereo not drawn)	0.6	39.7	1.5	-6.9	1.1	-0.7	-8.8	-0.6	-1.0	3.0
COc1ccc(C(=O)NNC(=O)CCn2nnc(-c3ccc(C)cc3)n2)cc1OC	nt	4.8	0.0	5.0	-2.7	0.1	4.5	6.4	-1.7	-0.6
CC1=CC(C)(C)N(S(=O)(=O)c2ccc(F)cc2)c2ccc(C)cc21	1.9	15.2	-3.0	-10.4	-3.9	-1.8	-7.9	-2.3	-3.5	-6.1
CN1c2ccccc2C(=O)/C(=C\Nc2ncccn2)S1(=O)=O	-0.1	27.7	3.0	-5.6	-8.7	1.2	-2.3	1.9	-1.9	?
OC(c1cccnc1)c1nc(/C=C/c2ccc(C(F)(F)F)cc2)cs1 (stereo not drawn)	-0.7	nt	-2.0	10.2	nt	nt	-3.5	nt	-4.7	1.7
N#C/C(=N\Nc1ccc(F)cc1)C(=O)C1CC1	-0.3	3.8	36.8*	1.8	-1.1	0.2	13.0	6.1	-1.2	nt
Cc1cccc(CSc2nnc(NC(=O)CSc3nnc(C)s3)s2)c1	0.8	20.0	-1.1	6.5	-3.3	1.2	7.7	-2.5	1.1	-2.0

All compounds of this part, from the first entry:
SMILES	BioA inh	VHR inh abs	Mtb FBA inh	CCHF vOTU inh	MazEF act	UGM FP inh	GDH-TPI counter	Rv3671c inh	FadD28 FP inh	BoNT-F LC inh
CCOc1ccc(S(=O)(=O)Nc2ccccc2SC)c2cccnc12	-0.8	28.7	-0.5	11.1	-3.4	2.4	1.9	-5.3	-2.1	?
Cc1ccc(NS(=O)(=O)c2ccc3c(c2)CCC(=O)N3)cc1C	1.1	2.7	0.1&3.6	-0.1&-8.9	-0.3	-1.0	-5.2&6.1	5.6	-2.1&-0.8	-8.4&-8.0
CCOc1ccc(N(C(=O)Cn2nnc3ccccc32)C(C(=O)NC(C)(C)CC)c2cccn2C)cc1 (stereo not drawn)	0.6	39.7	1.5	-6.9	1.1	-0.7	-8.8	-0.6	-1.0	3.0
COc1ccc(C(=O)NNC(=O)CCn2nnc(-c3ccc(C)cc3)n2)cc1OC	nt	4.8	0.0	5.0	-2.7	0.1	4.5	6.4	-1.7	-0.6
CC1=CC(C)(C)N(S(=O)(=O)c2ccc(F)cc2)c2ccc(C)cc21	1.9	15.2	-3.0	-10.4	-3.9	-1.8	-7.9	-2.3	-3.5	-6.1
CN1c2ccccc2C(=O)/C(=C\Nc2ncccn2)S1(=O)=O	-0.1	27.7	3.0	-5.6	-8.7	1.2	-2.3	1.9	-1.9	?
OC(c1cccnc1)c1nc(/C=C/c2ccc(C(F)(F)F)cc2)cs1 (stereo not drawn)	-0.7	nt	-2.0	10.2	nt	nt	-3.5	nt	-4.7	1.7
N#C/C(=N\Nc1ccc(F)cc1)C(=O)C1CC1	-0.3	3.8	36.8*	1.8	-1.1	0.2	13.0	6.1	-1.2	nt
Cc1cccc(CSc2nnc(NC(=O)CSc3nnc(C)s3)s2)c1	0.8	20.0	-1.1	6.5	-3.3	1.2	7.7	-2.5	1.1	-2.0
CCOc1ccc(-c2noc(CCC(=O)O)n2)cc1	-2.9	25.2	-1.1	-2.4	4.6	-3.0	0.0	5.2	-0.1	-0.9
CCN(CC(=O)Nc1c(F)cccc1F)C(=O)Cn1[nH]c(=O)c2ccccc2c1=O	2.3	nt	1.3	-3.5	2.0	0.2	1.1	-1.5	-2.5	nt
Cc1ccc(CNC(=O)CCCn2nc(C)c3c(C)n(-c4ccccc4)nc3c2=O)cc1	-0.4	6.5	-3.3	12.6	11.1	0.3	-1.2	1.1	-4.4	1.3
Cc1ccc(Cn2c(C)cc3c(c2=O)C(c2cccs2)C(C#N)=C(N)O3)cc1 (stereo not drawn)	0.5	16.8	-1.1	-9.7	-7.8	3.1	-3.8	0.2	-4.3	-1.4
CC(OC(=O)c1ccncc1)C(=O)Nc1cc(S(=O)(=O)N2CCCCC2)ccc1Cl (stereo not drawn)	nt	12.6	-1.2	2.3	-4.7	nt	10.5	-4.0	-1.9	1.2
COc1cc(C=NNC(=O)C(=O)Nc2cccc(Cl)c2)cc(OC)c1O	-0.8	nt	-3.9	19.2	11.0	nt	38.9*	nt	-0.6	-0.3
COCCn1ccc2c(OCC(=O)Nc3ccccc3OC)cccc2c1=O	2.7	nt	1.8	4.8	7.1	nt	3.9	-2.2	-5.5	7.8
Cc1ccccc1C(=O)NCC(=O)N1CCN(C/C=C/c2ccccc2)CC1	1.0	nt	0.3	-9.9	2.2	-0.6	-4.9	9.3	-2.6	-0.9
Cn1c(=S)n(/N=C/c2cccs2)c2ccccc21	1.2	5.4	2.3	-5.2	-0.7	-0.9	13.1	0.5	-1.0	nt
CC(C)NC(=O)CN(Cc1ccc2c(c1)OCO2)C(=O)CCC(=O)Nc1ccccn1	0.5	-2.3	-3.0	2.5	3.1	-4.3	-4.2	4.0	-4.1	4.6
COc1cccc(C(=O)NCC(=O)n2nc(C)cc2C)c1	-0.4	12.1	-0.2	6.1	-0.8	-1.2	-8.8	5.8	-4.0	4.2
Cc1ccc(C)c(OCc2cc(C(=O)N3CCN(c4cnccn4)CC3)no2)c1	-1.4	3.6	1.3	2.4	-3.3	0.7	-5.3	nt	-3.7	5.2
CC1(C)CC2CCC(O)C2C(CCO)N1 (stereo not drawn)	nt	nt	0.0	0.1	3.6	nt	3.5	nt	0.6	0.5
CCOC(=O)C1=C(COC(=O)C2CC(=O)N(c3ccccc3F)C2)NC(=O)NC1C (stereo not drawn)	-1.0	nt	-1.6	3.9	1.9	-0.8	-9.8	8.6	-3.0	1.2
O=C(CN1C(=O)c2cccc3cccc1c23)NC1CCCCC1	-1.3	-20.5	-2.1	2.2	5.6	-7.9	-7.0	10.1	-4.3	-2.0
CC1(C(=O)Nc2cccnc2)Cc2c(-c3ccccc3)ccnc2O1 (stereo not drawn)	14.4	nt	3.2	15.3	nt	nt	6.2	nt	-0.6	-6.4
CC(C(=O)N1CCc2ccccc21)N(C)CC(=O)Nc1ccccc1Cl (stereo not drawn)	2.0	nt	2.3	0.1	-0.7	2.6	0.0	5.1	-2.7	5.6
Cc1cc(C(=O)COC(=O)c2ccc(O)cc2)c(C)n1CC1COc2ccccc2O1 (stereo not drawn)	-1.6	-9.9	-2.5	14.1	-9.5	0.4	14.0	-35.9	-1.3	-1.3
CCC1CCCCN1S(=O)(=O)c1ccc(NC(=O)c2ccncc2)cc1 (stereo not drawn)	1.1	2.5	-2.0	-7.6	-2.6	0.1	0.3	-4.5	nt	3.0
C=CCNC(=O)CSCc1ccc(Br)cc1	nt	17.5	-0.4	5.0	1.9	1.8	-4.1	-3.4	-4.3	0.4
COc1ccc(NC(=O)CSc2nnc(-c3cccnc3)s2)cc1	3.6	10.1	-0.3	4.7	0.3	3.8	6.2	2.3	-1.4	3.4
CC(CC(C)(C)N1CC1)=NO	nt	nt	0.3	-8.8	2.8	nt	4.1	nt	-1.6	-16.7
Cn1cc(CNCCN2CCCCC2=O)c(-c2cccc(Cl)c2)n1	1.5	18.6	-3.5	2.4	8.6	1.7	1.0	-1.0	-2.3	0.1
CCc1cc(C(=O)NNC(=S)Nc2cc(C)ccc2C)cs1	1.0	-0.3	0.9	-0.6	0.9	-1.2	6.5	-0.7	-1.3	1.3
COc1ccc(-n2c(-c3ccc(Br)cc3)nc(=S)c3c2CCCC3)cc1	nt	-1.6	5.3	-10.8	2.3	-0.6	25.1	4.7	0.2	-12.0
Cc1nc2ccccn2c1-c1csc(Nc2ccc(C(=O)O)cc2)n1	-0.2	11.3	6.6	-1.4	2.6	0.6	20.2	-5.2	-1.9	27.7
O=C(Nc1ccc2c(c1)OCCO2)C1CC(O)CN1C(=O)Nc1ccccc1 (stereo not drawn)	nt	17.0	2.4	5.5	4.4	-1.5	3.0	1.5	nt	1.4
Cc1cc(C(F)F)n2ncc(C(=O)N3CCC(C(N)=O)CC3)c2n1	0.3	10.8	-1.9	6.0	2.1	1.8	-0.9	12.6	-1.1	-10.7
COC(=O)[C@@H](N)Cc1ccc(O)c(O)c1	-1.0	nt	3.8	-3.4	2.4	2.8	6.7	-4.3	-1.3	-3.6
CCOc1ccc(Oc2c(/C=N/NC(N)=O)c(C)nn2-c2ccccc2)cc1	2.4	-1.0	-5.8	-3.0	4.2	0.8	-3.1	-15.7	-3.0	-2.3
O=C(Cc1ccccc1)NCC(=O)OCC(=O)c1cccs1	-2.4	13.9	-0.1	-6.8	4.8	-1.8	6.9	0.8	-0.8	5.8
O=C(C1CCCCC1)N1CCN=C1SCc1cccnc1	-0.3	25.0	-0.6	1.6	9.2	1.7	4.3	-7.2	-0.5	0.9
CCOc1ccc(S(=O)(=O)NCC(=O)OCc2nnc(-c3ccccc3)o2)cc1	0.1	nt	-0.1	-8.5	5.2	0.8	-7.5	-7.0	-4.3	8.9
O=C(/C=C/c1ccccc1)NC(=S)Nc1ccccc1	-1.7	0.1	27.5*	9.8	-0.8	-1.1	25.4	0.6	-0.6	7.3
C/C(=N\O)C(=O)NCCN(C)C	nt	-10.8	0.0	-6.6	-1.9	-1.7	-3.0	6.3	-1.4	-0.7
COc1cc(C(=O)OCC(=O)NC(=O)c2cccn2C)ccc1OC(F)F	nt	4.2	4.1	-2.7	2.3	-0.6	-3.8	-2.9	-2.8	-5.0
COc1ccc(N(CN2C(=O)C3C4C=CC(C4)C3C2=O)C(=O)c2ccco2)cc1 (stereo not drawn)	1.6	29.3	-2.7	-1.8	1.1	1.1	-3.7	-2.9	-0.9	6.3
CC1Cc2ccccc2N1Cc1cc(=O)c(OCC(=O)NCCc2ccccc2)co1 (stereo not drawn)	-0.3	nt	6.5	-2.6	5.8	-1.8	-4.9	12.0	1.4	-11.4
CCN(CC)CCNC(=O)C(Cl)=C1C(Cl)=C(Cl)C(Cl)=C1Cl	-0.9	nt	-2.7	-5.0	10.1	nt	12.5	nt	-1.6	-6.5
Cc1ccc(C)c(N2N=C(C(=O)OCc3nnc(-c4ccccc4Br)o3)CCC2=O)c1	-2.2	nt	1.3	-1.0	-2.3	nt	0.9	nt	-0.9	0.3
Nc1cccc(-n2nncc2-c2ccccc2)c1	-1.2	31.1	1.1	-6.7	-3.2	-1.1	-9.2	-0.1	-0.4	9.8
O=S(=O)(c1ccccc1)c1nc(-c2ccc(F)cc2)oc1N1CCOCC1	-1.6	5.1	2.4	-3.4	7.2	-1.8	-1.5	10.6	-1.1	-0.2
COc1ccc(NC(=O)CN2CCN(c3c(C)cccc3C)CC2)cc1	0.0	12.6	1.9	10.8	-1.3	2.2	-7.7	2.5	-2.6	-18.8
CCOc1ccc(NC(=O)Nc2cccc(C)n2)cc1	1.6	-1.2	1.8	-10.0	-7.3	-3.1	-2.5	-10.7	-0.8	-29.2
COc1ccc(Cn2nnnc2C(C(C)C)N2CCc3ccccc32)cc1 (stereo not drawn)	0.1	-6.0	-0.1	3.1	0.2	-2.1	8.3	1.1	-1.6	-7.9
